thrombin 1536: inhibitors of human thrombin. P00734. alpha-thrombin, Boc-VPR-AMC fluorogenic substrate cleavage. inhibition, % at 5 µM. hit rate 0.26% among 220,000;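 active = inhibition at or above 40%; inactive = inhibition below 40%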;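 note: 0% = enzyme with no compound and 100% = wells without enzyme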
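Material: human alpha-thrombin protein; Also added: Boc-VPR-AMC substrate, 15 µM final; Timing: enzyme reaction carried out at room temperature; Signal: fluorescence, ex 355 nm, em 460 nm; Measure: % inhibition of thrombin; Controls: enzyme without compound as high, wells lacking enzyme as low.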
p97 ATPase inh: inhibitors of human p97 ATPase | P55072 | recombinant p97 ATPase, Kinase-Glo ATP luminescence, 3 h | inhibition, % at 8 µM | hit rate 0.42% among 220,000 | AID 1481; in the data active = inhibition above about 15%;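 note: 0% = DMSO vehicle and 100% = wells lacking enzyme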
PERK inhibitor: human PERK inhibition, primary cell-based screen; Q9NZJ5; CHO PERK-DD fusion, SEAP luminescence translation reporter; inhibition, % at 5.6 µM; hit rate 0.17% among 220,000;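 active = inhibition above the mean inhibition of all tested compounds plus 3 SD, set separately per screening campaign, cut at about 2.9% in these data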;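 note: PERK kinase domain activated by AP20187 dimerizer at 100 nM; 0% = DMSO with dimerizer and 100% = rapamycin at 8.4 µM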
Target sequence (Q9NZJ5 whole entry, looked up, the tested form may be a part): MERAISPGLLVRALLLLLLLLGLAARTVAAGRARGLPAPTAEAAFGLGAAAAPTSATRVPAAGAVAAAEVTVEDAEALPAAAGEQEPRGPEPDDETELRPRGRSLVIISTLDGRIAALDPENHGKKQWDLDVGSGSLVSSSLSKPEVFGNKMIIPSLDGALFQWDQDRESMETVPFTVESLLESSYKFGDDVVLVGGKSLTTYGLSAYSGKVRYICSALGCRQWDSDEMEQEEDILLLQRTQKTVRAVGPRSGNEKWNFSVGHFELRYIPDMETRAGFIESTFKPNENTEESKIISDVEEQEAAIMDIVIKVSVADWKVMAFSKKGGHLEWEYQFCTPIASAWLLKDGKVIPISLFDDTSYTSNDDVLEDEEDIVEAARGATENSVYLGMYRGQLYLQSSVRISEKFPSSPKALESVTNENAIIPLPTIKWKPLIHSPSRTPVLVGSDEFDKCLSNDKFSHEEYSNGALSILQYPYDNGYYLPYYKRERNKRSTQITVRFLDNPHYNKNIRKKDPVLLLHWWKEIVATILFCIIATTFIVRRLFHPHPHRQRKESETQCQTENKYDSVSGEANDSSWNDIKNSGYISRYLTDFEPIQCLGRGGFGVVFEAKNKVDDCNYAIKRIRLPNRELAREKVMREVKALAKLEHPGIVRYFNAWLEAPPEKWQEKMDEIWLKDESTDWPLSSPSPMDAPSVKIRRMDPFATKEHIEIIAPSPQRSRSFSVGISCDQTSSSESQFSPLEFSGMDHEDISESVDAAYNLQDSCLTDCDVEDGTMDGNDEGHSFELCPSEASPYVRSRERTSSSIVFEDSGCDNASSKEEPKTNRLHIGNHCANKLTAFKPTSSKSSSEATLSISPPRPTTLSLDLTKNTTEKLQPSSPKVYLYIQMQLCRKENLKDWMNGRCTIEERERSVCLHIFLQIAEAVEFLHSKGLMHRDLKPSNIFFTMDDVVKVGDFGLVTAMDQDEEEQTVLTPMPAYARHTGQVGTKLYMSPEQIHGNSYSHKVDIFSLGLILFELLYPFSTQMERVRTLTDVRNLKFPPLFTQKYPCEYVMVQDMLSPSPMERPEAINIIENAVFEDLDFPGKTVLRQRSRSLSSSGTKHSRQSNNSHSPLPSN
Furin inh: blocks human furin protease activity. P09958. purified furin, fluorogenic substrate cleavage. inhibition, % at 30 µM. hit rate 0.061% among 220,000. AID 463115; in the data active = inhibition above about 25%; note: inactives centre near -15
hK5 inh: blocks human kallikrein 5 protease activity; Q9Y337; inhibition, % at 5 µM; hit rate 0.59% among 210,000; recombinant hK5, fluorogenic AMC substrate cleavage; AID 873;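 active = inhibition of 40% or more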;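 note: 0% = enzyme controls without compound and 100% = no-enzyme blanks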
FXIIa inh: blocks human coagulation factor XIIa protease activity; inhibition, % at 5 µM; purified FXIIa, Boc-QGR-AMC fluorogenic substrate, 2 h; AID 800; hit rate 0.3% among 220,000; P00748; in the data active = inhibition above about 40%;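 note: 0% = enzyme with no compound and 100% = blank without enzyme; many of its hits are not listed in these tables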
FXIa inh: blocks human coagulation factor XIa protease activity; P03951; purified FXIa, Boc-Glu-Ala-Arg-AMC fluorogenic substrate; inhibition, % at 5 µM; hit rate 0.14% among 220,000; AID 798;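 active = inhibition of at least 40%; inactive = inhibition below 40%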;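 note: fluorescence of freed AMC excited at 355 nm; 0% = enzyme without compound and 100% = no enzyme blank; many of its hits are not listed in these tables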
KCC2 mod: modulates chloride dependent transport by human KCC2; Q9H2X9; KCC2 cells, thallium flux FluoZin-2 fluorescence; B-score of Tl+ flux slope (higher = more flux/activation; lower = inhibition) at 10 µM; hit rate 2.2% among 190,000;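 active = thallium flux slope and its plate-corrected score both differing from the plate sample mean at a set confidence after two filtering rounds, in either direction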;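 note: slope of fluorescence scaled to starting intensity during 10 to 20 s after thallium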
Wee1 stabilizer: human Wee1 degradation inhibition, primary screen | AID 1321 | P30291 | HeLa Luc-Wee1K328M stability, luciferase luminescence; 100% = proteasome inhibitor MG132 effect | hit rate 1.2% among 220,000 | reporter increase, % at 5 µM;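 active = activation above the mean of all tested compounds plus 3 SD, set per screening run, cut at about 8.8% in these data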;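 note: cells exposed to compound for 20 h before luminescence read; 0% = DMSO alone and 100% = MG132 at 30 µM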
Starred values were filed as active, the others as inactive; nt = no result given; [ ] = dose if it differs, or a comment.

Sequence of screens – thrombin 1536	p97 ATPase inh	PERK inhibitor	Furin inh	hK5 inh	FXIIa inh	FXIa inh	KCC2 mod	Wee1 stabilizer
Cc1c(NS(=O)(=O)c2ccc3c(c2)Cc2ccccc2-3)c(=O)n(-c2ccccc2)n1C
  0	4	1.1	-22	-2	1	-4	-1.8	-1
CC1CCCCN1C(=O)Cn1c(=O)oc2ccccc21 (stereo not drawn)
  2	2	-0.3	-35	-8	11	3	0.45	0
C(=N\Nc1nc(-c2ccccn2)nc2ccccc12)/c1ccccc1
  3	4	-0.8	0	-24	7	0	-0.31	0
CS(=O)(=O)N1CCC(C(=O)Nc2cc(Cl)cc(Cl)c2)CC1
  1	2	1.5	-25	-2	8	-4	0.6	0
CCOC(=O)CCSc1cc(C)c2ccccc2n1
  -2	6	1.5	-17	nt	5	1	-0.5	0
CC(C)Cc1nnc(NS(=O)(=O)Cc2ccccc2)s1
  -1	0	-0.1	-17[20 µM]	-7	-7	4	0.67	1
CC(=O)c1ccc(Oc2ncnc3sccc23)cc1
  8	7	0.9	-31	1	2	-3	-0.86	0
CC(=O)c1cc(C#N)c(SCc2ccncc2)nc1C
  3	0	-0.6	-21	-11	14	2	-0.0077	-2
O=C(CCn1c(=O)oc2ccccc21)NCc1ccc2c(c1)OCO2
  -4	3	0.2	-11	-10	7	0	0.11	9
CS(=O)(=O)N(CCc1ccccc1)CC(=O)Nc1ccccc1
  -4	2	0.4	-8	-8	8	6	-0.74	-2
Cc1ccc(N2NC(C)(c3cccs3)NC2=S)cc1 (stereo not drawn)
  -5	4	0.2	-21	-6	2	-1	0.88	2
CCC1SC(CC)C(=O)N(CC(=O)NCCc2ccccc2)C1=O (stereo not drawn)
  -1	5	0.4	-30	-4	-2	1	-0.8	-3
CSc1nnc(CNC(=O)c2ccccc2)n1-c1cccc(C)c1
  -6	2	0.7	-29	36	-5	-11	-0.88	0
Cc1cccc(NC(=O)NC(C)CCc2ccccc2)c1 (stereo not drawn)
  -12	-5	-0.1	-8	-4	4	-2	-0.2	-1
CC1CCCCN1C(=O)c1ccccc1OC1CCN(S(C)(=O)=O)CC1 (stereo not drawn)
  -3	5	0.0	2	-1	6	1	0.28	3
O=C(Nc1ccc(Cl)c(Cl)c1)Nc1ccc(N2CCCC2)c(S(=O)(=O)Nc2ccccc2Cl)c1
  -12	2	-0.7	-19	-16	5	4	0.37	0
S=C1c2ccccc2CN1c1ccccc1
  0	-1	1.4	-11	-1	15	6	nt	1
Cc1cc(OCCOc2cccc3cccnc23)cc(C)c1Cl
  1	-3	-0.9	-24[20 µM]	3	7	2	0.0019	0
COc1ccccc1NC(=O)/C(C#N)=C/c1cc([N+](=O)[O-])ccc1N1CCCC1
  -7	-2	0.0	-9	6	-4	-8	-1.6	0
Cc1ccc(S(=O)(=O)N2CCC(=O)N(CCO)CC2)cc1
  1	6	0.8	-17	-7	14	8	0.5	2

(listing goes on)
Sequence of screens – thrombin 1536	p97 ATPase inh	PERK inhibitor	Furin inh	hK5 inh	FXIIa inh	FXIa inh	KCC2 mod	Wee1 stabilizer
CC1Cc2ccccc2N1C(=O)CSc1nccc(=O)[nH]1 (stereo not drawn)
  -12	2	0.7	-14	-14	5	1	-0.82	-1
CC(=O)Nc1ccc(CNC(=O)C[N+]2(C)CCOCC2)cc1
  -3	3	0.4	-27	6	9	0	-0.02	7
CC(C)c1ccc(NC(=S)NNC(=O)c2cccnc2)cc1
  -4	3	0.8	-35	-4	3	-4	-0.92	-2
CCCC(c1nnnn1CC1CCCO1)N1CCN(c2ccccc2)CC1 (stereo not drawn)
  -9	0	0.5	-13	-3	-2	-3	-0.042	2
O=C(NC1=NCCS1)C1CCCCC1
  -10	-3	-0.7	-23	-5	1	-6	-0.54	-1
O=c1c2ccccc2n(Cc2ccc(Cl)cc2)c(=O)n1Cc1ccco1
  0	-2	0.0	-11	1	-2	-3	-0.37	-4
Cc1cccc(CN2CCN(C(=O)CCl)CC2)c1
  -1	3	2.3	-3	-3	4	12	0.33	-1
CCC1=C(OC(=O)N(CC)CC)N2C(=O)OC(=NCCc3c[nH]c4ccccc34)[C@]2(Cc2ccccc2)[C@H]2C1=CC[C@H]1C(=O)N(CC)C(=O)[C@H]12
  -2	nt	nt	-22	0	4	0	-0.6	nt
CCN1C(=O)/C(=C\c2ccc3c(c2)OCO3)C(C(=O)OC)=C1C
  -1	0	0.0	-13[20 µM]	9	38	4	0.46	-2
COC(=O)C1=CN(Cc2cccs2)C=C(C(=O)OC)C1c1cccc(O)c1
  -24	3	-0.2	-66	-24	-1	-6	-0.63	2
Cc1cc(C)nc(Sc2ccc(/C=C(\C#N)C(=O)Nc3ccccc3)o2)n1
  -1	-2	-1.1	-14[20 µM]	-2	15	7	-0.72	-1
Cc1ccc2nc(Cl)c(/C=N/Nc3ccc(C(=O)O)cc3)cc2c1
  -9	-5	-0.1	-9	-1	0	-2	-1.8	9
O=C(c1cc(Cl)ccc1Cl)N1CCN(c2ccccn2)CC1
  -3	4	0.5	-19[20 µM]	4	23	14	nt	-1
CC(NC(=O)c1cnc2n(c1=O)CCS2)c1ccccc1 (stereo not drawn)
  -2	1	-0.4	-12	41*	5	-5	nt	-1
CCN(CCCNC(=O)C1CCC(=O)N1Cc1ccccc1Cl)c1cccc(C)c1 (stereo not drawn)
  21	-2	-0.5	-24[20 µM]	27	7	22	-1.1	2
NNC(=O)c1cc2c(s1)-c1cc(Cl)ccc1SC2
  -7	-1	-1.0	-17	-4	-4	-6	0.53	-2
c1ccc(-c2noc(C34CC5CC(CC(C5)C3)C4)n2)cc1
  0	3	0.8	-21[20 µM]	-4	5	-4	-0.35	0
c1cc2c(cc1-c1cnc3n1CCC3)OCCO2
  -6	3	0.9	-17	-27	3	2	nt	2
COCc1nnc(SCC(=O)Nc2cccc(Cl)c2C)n1-c1ccccc1
  1	0	-0.6	-16	-3	-6	-6	0.23	1
O=C(NC(=S)Nc1ccccc1O)c1ccc(Cl)cc1Cl
  nt	4	0.2	-22	-2	5	2	5.2*	3

Quoted from the listing:
In Wee1 stabilizer, c1ccc(-c2noc(C34CC5CC(CC(C5)C3)C4)n2)cc1 has the entry 0
In hK5 inh, CCN1C(=O)/C(=C\c2ccc3c(c2)OCO3)C(C(=O)OC)=C1C has the entry 9

(listing goes on)
Sequence of screens – thrombin 1536	p97 ATPase inh	PERK inhibitor	Furin inh	hK5 inh	FXIIa inh	FXIa inh	KCC2 mod	Wee1 stabilizer
COC(=O)CNC(=O)C(C)NC(=O)CNC(=O)OCc1ccccc1 (stereo not drawn)
  2	6	0.4	6[20 µM]	-19	12	-2	-0.67	-1
CC(C)Sc1nc(-c2cccs2)nc2c1c(=O)n(C)c(=O)n2C
  1	-1	0.9	-18	5	2	5	0.2	-3
CC1(C)C(c2ccc(Cl)cc2)=[N+]([O-])C2(CCCC/C2=N\O)N1O (stereo not drawn)
  -1	5	1.4	-12	6	16	2	nt	-3
Cc1c(NS(=O)(=O)c2ccc(Cl)c(C(=O)OC(C)C(=O)NCc3ccco3)c2)c(=O)n(-c2ccccc2)n1C (stereo not drawn)
  nt	0	-0.4	-22	-1	8	3	-0.94	4
CCOC(=O)CSc1cc(-c2ccccc2)nc2ncnn12
  0	10	-0.2	-13	3	1	1	-1.7	0
Fc1cccc(Cl)c1/C=N/Nc1ccccn1
  0	7	-0.2	-15	2	8	0	0.13	-3
Cc1cc(NC(=O)COc2ccc3oc4ccccc4c3c2)no1
  -4	-1	1.1	-13	14	5	1	nt	0
CCOc1ccc(NC2c3ccccc3C(=O)N2Cc2ccco2)cc1 (stereo not drawn)
  -4	6	0.3	-12	-4	13	-2	-4.2*	0
Cc1ccc(-n2c(=O)cc(N3CCN(C(=O)c4ccco4)CC3)[nH]c2=O)cc1
  1	3	2.6	-13	-8	4	1	0.76	-3
COc1ccccc1S(=O)(=O)Nc1ccc(-c2nnc3n2CCCCC3)cc1
  4	2	-0.1	0[20 µM]	-3	29	20	-2	0
COC(=O)c1ccnc(SCC(=O)c2ccccc2)c1
  -3	-1	-0.3	-21	-11	7	-2	-0.33	1
CC(Nc1ccc(Br)cc1)C(=O)N/N=C/c1ccccc1OCc1ccccc1 (stereo not drawn)
  -16	2	0.2	-10[20 µM]	4	-1	5	-0.13	-1
O=C(Nc1cc(C(F)(F)F)ccc1N1CCOCC1)c1c(F)c(F)c(F)c(F)c1F
  0	3	0.6	-11[20 µM]	-1	11	-5	nt	4
CS(=O)(=O)NCc1ccc(C(=O)NCCOc2ccccc2)cc1
  -8	-3	0.0	-27[20 µM]	3	6	2	-0.62	0
CCN(CC)C(=O)C1CCCN(c2ccc([N+](=O)[O-])cc2/C=N/NC(=O)c2ccccc2)C1 (stereo not drawn)
  0	-4	0.1	-1	-8	10	15	-0.84	-3
CCN(CC)CCCNC(=O)c1sc2ncn(CC(=O)Nc3ccc(C)c(Cl)c3)c(=O)c2c1C
  -8	1	1.1	-22	-1	5	-1	0.57	-5
Cn1c(=O)n(C)c2cc(NS(=O)(=O)c3ccc(C(C)(C)C)cc3)ccc21
  -2	3	1.2	-13	nt	9	1	0.022	3
CCNC(=S)NNC(=O)C1CCN(Cc2ccccc2)CC1
  -3	8	0.8	-23	1	12	0	-2.3	-2
CCCOc1ccc(-c2nn(-c3ccccc3)cc2/C=C2\SC(N)=NC2=O)cc1
  -3	-1	-0.3	-13	-14	10	4	1.2	2
CN(c1ccccc1C(=O)Nc1ccc(S(=O)(=O)N2CCCCC2)cc1)S(C)(=O)=O
  2	0	-0.6	-21[20 µM]	-26	11	-5	-0.22	0

The list goes on:
Sequence of screens – thrombin 1536	p97 ATPase inh	PERK inhibitor	Furin inh	hK5 inh	FXIIa inh	FXIa inh	KCC2 mod	Wee1 stabilizer
Cc1ccc(C)n1-c1ccc(N2CCOCC2)nc1
  -2	1	0.6	-13[20 µM]	-9	14	5	0.011	2
O=C(CCCn1c(=S)[nH]c2cc3c(cc2c1=O)OCO3)N1CCN(c2ncccn2)CC1
  4	0	-0.5	-5	-9	-4	-10	0.28	0
CCCCCCOC(=O)c1ccccc1NC(=O)/C=C/C(=O)O
  -1	2	1.6	2	-4	27	7	-0.25	-1
CCc1ccc(C(=O)CN2C(=O)NC(C)(CCc3ccccc3)C2=O)cc1 (stereo not drawn)
  -3	3	-0.5	-14	-11	7	0	-2	0
COc1ccc(NC(=O)CC2C(=O)N(c3ccc(F)cc3)C(=S)N2NC(=O)c2ccccc2)cc1 (stereo not drawn)
  -6	5	-0.2	-21	-4	6	-2	-1.9	-1
[S-]C(=Nc1ccc(Cl)cc1)N[n+]1ccccc1
  -2	3	1.1	-17	-12	6	1	-0.35	7
CCOc1ncccc1C(=O)N1CCN(C(c2ccccc2)c2ccccc2)CC1
  -11	-5	-0.4	-12	0	6	-2	-0.63	-4
CCCCCCCCNC(=O)CC(NS(=O)(=O)c1ccc(NC(C)=O)cc1)C(C)C (stereo not drawn)
  -6	-1	-1.3	-31	-15	8	-2	2.3	1
C=CCn1c(SCc2c(C(=O)OC)sc(N)c2C(=O)OC)nnc1-c1ccc(Br)cc1
  -21	-1	-0.9	12[20 µM]	-31	-2	-4	1.6	2
COc1ccc(CCNC(=O)COc2ccc(S(=O)(=O)NC3CCCCC3)cc2Cl)cc1OC
  -6	7	-0.2	-13	-8	9	-1	-0.98	5
NC(=O)c1ccccc1NC(=O)CCc1ccccc1
  -6	4	1.6	-22	-21	-1	-5	0.34	0
CC(OC(=O)C(NC(=O)c1ccco1)C(C)C)C(=O)Nc1ncc(Cl)cc1Cl (stereo not drawn)
  -3	1	-0.5	-26	-6	8	0	nt	4

Screening results as filed in PubChem.
